Screens from PubChem BioAssay.
TDP1 inh: qHTS Assay for Inhibitors of Tyrosyl-DNA Phosphodiesterase (TDP1) | AID 485290, 2010 | actives 0.28% (n = 350,000) | Potency, µM (doses to about 130 µM), without a hit: top-dose activity change, negative = inhibition, usual class: inhibitors | recombinant TDP1, AlphaScreen DNA substrate cleavage | Tyrosyl-DNA phosphodiesterase 1 (Homo sapiens), Q9NUW8; note: nearly all actives have a fitted effect of over 40% in size
Target sequence (Q9NUW8 whole entry, looked up): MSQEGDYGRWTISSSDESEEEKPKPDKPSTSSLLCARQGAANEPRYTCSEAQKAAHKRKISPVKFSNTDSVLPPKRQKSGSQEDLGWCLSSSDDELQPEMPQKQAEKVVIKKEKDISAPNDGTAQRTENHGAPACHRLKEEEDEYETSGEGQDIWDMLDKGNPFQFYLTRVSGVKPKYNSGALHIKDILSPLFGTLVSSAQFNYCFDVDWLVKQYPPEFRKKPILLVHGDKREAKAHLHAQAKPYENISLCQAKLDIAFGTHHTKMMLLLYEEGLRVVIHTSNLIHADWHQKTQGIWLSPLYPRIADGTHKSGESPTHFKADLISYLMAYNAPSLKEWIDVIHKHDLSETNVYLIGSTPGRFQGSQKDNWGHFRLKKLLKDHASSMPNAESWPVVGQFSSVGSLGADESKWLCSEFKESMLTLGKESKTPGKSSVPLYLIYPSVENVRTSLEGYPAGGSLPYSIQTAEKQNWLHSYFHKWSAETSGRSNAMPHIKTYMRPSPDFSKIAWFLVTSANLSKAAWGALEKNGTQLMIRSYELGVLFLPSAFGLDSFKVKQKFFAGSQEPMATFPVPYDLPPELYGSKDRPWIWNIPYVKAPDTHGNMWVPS
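Recombinant human Tdp1 (E. coli-expressed, 1 nM final) preincubated with compounds 15 min at room temperature, then 5'-biotin/3'-phosphotyrosine-FITC DNA substrate (15 nM final) added for 5 min. AlphaScreen beads (10 ug/ml final) added 10 min; cleavage lowers signal.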
DT40 TDP1 no CPT: qHTS for Inhibitors of human tyrosyl-DNA phosphodiesterase 1 (TDP1): qHTS in cells in absence of CPT. DT40 Tdp1-/- hTDP1 cells, no CPT, ATP luminescence, 48 h. Potency, µM (top dose mostly 46.2 µM), for inactives: at the highest dose activity change, negative = growth inhibition, actives largely listed as inhibitors. actives 15% (n = 420,000); note: nearly all actives have a fitted effect of over 55% in size
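Growth of hTDP1-complemented DT40 Tdp1-knockout cells is measured by ATP luminescence after at least 48 hr compound exposure at 37 °C, with DMSO substituting for the 20 nM CPT used in the parallel screen.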
DT40 TDP1 CPT: qHTS for Inhibitors of human tyrosyl-DNA phosphodiesterase 1 (TDP1): qHTS in cells in presence of CPT; chicken DT40 Tdp1-/-;hTDP1 cells + 20 nM CPT, ATP luminescence, 48 h; actives 12% (n = 420,000); Potency, µM (doses to about 46.2 µM), for the others: at the highest dose activity change, negative = growth inhibition, usual class: inhibitors; AID 686979, 2013; note: nearly all actives have a fitted effect of over 55% in size
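Cell growth measured by CellTiter-Glo luminescence after a minimum 48 h, 37 C compound exposure with 20 nM CPT in Tdp1-knockout DT40 cells stably expressing hTDP1, seeded 400/well; qHTS titration format.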
* hit, by the source's call; ? = inconclusive; . = not tested or not shown; [ ] = another dose, or the depositor's remark. Calls come from the whole dose curve; as a rule, active = well fitted curve in the direction sought with a large enough effect; inconclusive = small, poorly fitted or top-dose-only effect, or another doubt; inactive = no such curve, though single readings can be large; an effect the other way counts as inactive or inconclusive. % is set by controls: 0 for no effect and ±100 for the full control effect; potency is the fitted concentration of half-maximal effect.

SMILES	TDP1 inh	DT40 TDP1 no CPT	DT40 TDP1 CPT
C=CS(=O)c1sc(Cl)c(N2CCOCC2)c1[N+](=O)[O-] (stereo not drawn)	0.6%	1.03µM*	0.731µM*
Cc1ccc(-n2c(SCC(=O)c3c(N)n(C)c(=O)n(C)c3=O)nc3sc4c(c3c2=O)CCCC4)c(C)c1	-3.1%	?	?
CC(=O)c1cccc(NC(=O)c2c(-c3c(F)cccc3Cl)noc2C)c1	-0.1%	-1.0%	-4.0%
COc1ccc2sc(-c3ccc(S(C)(=O)=O)cc3)c(-c3ccc(SC)cc3)c2c1	0.0%	?	25.9µM*
CCc1ccc(NC(=O)COC(=O)CN2C(=O)COc3ccccc32)cc1	7.5%	-16.3%	-8.9%
CC(C)N(C(=O)[C@H]1C[C@H](CC(=O)NCC23CC4CC(CC(C4)C2)C3)C(=O)N2CCc3c([nH]c4cc(-c5ccco5)ccc34)[C@]12C)C(C)C	3.0%[56.1 µM]	?	?
O=C(CSc1nnc(CNC(=O)c2ccc(F)cc2)o1)NCc1ccc(F)cc1	3.3%	-14.3%	-12.1%
COC(=O)c1ccc(N2Cc3ccccc3/C2=N\C(=O)Nc2ccccc2)cc1	0.0%	?	?
CCc1ccc(C(C(=O)NC2CCCC2)N(C(=O)c2csnn2)C2CC2)cc1 (stereo not drawn)	.	?	-22.0%
C/C(=N\NC(=O)c1c([N+](=O)[O-])c(C)nn1C)c1ccc(NC(=O)c2ccc(C)o2)cc1	2.0%	-16.6%	-21.8%
O=C(NC1CCCCC1)c1ccccc1-c1ccccc1	5.5%	-11.3%	7.4%
COc1cccc(C(c2nnnn2C(C)(C)C)N2CCN(C/C=C/c3ccccc3)CC2)c1OC (stereo not drawn)	.	16.4µM*	?
CCOC(=O)c1cc(-c2ccccc2)n(CCC(=O)Nc2cc(OCC)ccc2OCC)c1C	4.7%	?	16.4µM*
CN(C)c1ccc(C(=O)N(Cc2ccccc2)Cc2ccccc2)cc1	0.6%	?	?
O=C(CCC(=O)NNC(=O)Cc1ccccc1)NCc1ccccc1	3.0%	1.9%	17.8%
CC1=Nn2c(nnc2-c2ccccc2F)SC1	2.3%	-10.3%	18.1%
COc1cccc(C(=O)NNC(=O)Cc2ccc([N+](=O)[O-])cc2)c1	0.6%	-5.4%	0.4%
O=C(CCSCc1cccc(F)c1)NCc1ccccc1	2.6%	-7.8%	-26.1%
Cc1nnc(Nc2ccc(O)cc2)[nH]c1=O	-14.1%	1.3%	-9.5%
Cn1c(SCC(=O)N2c3ccccc3CCc3ccccc32)nnc1-c1ccc(O)cc1	-2.8%	-22.9%	-9.0%
COc1cc(-c2c(C(C)=O)c(C)nc3c2C(=O)c2ccccc2-3)cc(OC)c1OC	.	0.9%	?
Cc1ccc(CSc2nc3ccc(NC(=O)C(C)C)cc3s2)cc1	-0.5%	?	-16.7%
Cc1ccc(NC(=O)c2ccc(Br)cc2)c(C(=O)c2ccccc2)c1	-4.0%[12.3 µM]	-7.4%	-23.0%
CCCCCC(O)CCc1n[nH]c(=S)n1-c1ccccc1 (stereo not drawn)	2.0%	-5.2%	10.7%
CN1/C(=C\C(=O)CSc2ncn[nH]2)C(C)(C)c2ccccc21	2.7%	?	?
Cc1cccc(-c2cc3nc(C)cc(C)n3n2)c1	6.0%	?	0.6%
Cc1cccc(OCC(=O)Nc2c(C(=O)Nc3ccc(F)cc3)oc3ccccc23)c1	1.3%	-29.9%	-10.4%
C=C1CCC(OC(C)=O)/C(C)=C/CC2[C@H]1CC2(C)C (stereo partly drawn)	11.3%[56.1 µM]	-12.4%	-19.7%
Cc1nc(=O)c(-c2ccccc2)c(C)n1-c1ccccc1O	1.9%	-17.9%	-6.7%
Cc1ccc(-n2c(=O)[nH]cc(C(=O)N3CCc4ccccc43)c2=O)cc1	-3.2%	-0.3%	0.7%
Nc1nc2n(n1)C(c1ccco1)CC(c1ccc(Cl)cc1Cl)N2 (stereo not drawn)	7.6%	-28.9%	?
CC(C)C[C@@H](CN1CCC[C@H]1CN1C(=O)C(=O)NC[C@@H]1Cc1ccccc1)N1C[C@H](Cc2ccccc2)N(CC2CCCCC2)C(=O)C1=O	.	?	?
COc1ccc(Cl)cc1-c1cc(C(=O)NCc2ccco2)[nH]n1	.	?	?
CNS(=O)(=O)c1cn(CC(=O)NCc2ccc(OC)cc2)cc1S(=O)(=O)NC	.	-4.6%	11.5%
COc1ccc(CCn2c(=N)c(S(=O)(=O)c3ccc(Cl)cc3)cc3c(=O)n4ccccc4nc32)cc1	-0.1%	-1.8%	-29.2%
COc1cc(SC)ccc1C(=O)N1CCN(Cc2ccc3c(c2)OCO3)CC1	.	?	-10.3%
CCCCCCc1nc2ccccc2c(=O)n1N	2.9%	?	?
CC(C)Cn1c(SCC(=O)Nc2ccc(Cl)cc2F)nc(O)cc1=O	0.9%	-20.6%	26.8%
CCCNC(=O)Nc1ccc2c(c1)OC[C@H](C)N(C(=O)C1CCCCC1)C[C@@H](C)[C@H](OC)CN(C)C2=O	.	-11.9%	-25.1%
Cc1ccc(-c2nnc(-c3ccccc3)c(-c3ccccc3)n2)cc1	5.4%	?	?

6 of the compounds above, with two lines to a compound.
Each structure is followed by: TDP1 inh, DT40 TDP1 no CPT, DT40 TDP1 CPT
Cc1ccc(CSc2nc3ccc(NC(=O)C(C)C)cc3s2)cc1
  -0.5%, ?, -16.7%
Cc1ccc(NC(=O)c2ccc(Br)cc2)c(C(=O)c2ccccc2)c1
  -4.0%[12.3 µM], -7.4%, -23.0%
CCCCCC(O)CCc1n[nH]c(=S)n1-c1ccccc1 (stereo not drawn)
  2.0%, -5.2%, 10.7%
CN1/C(=C\C(=O)CSc2ncn[nH]2)C(C)(C)c2ccccc21
  2.7%, ?, ?
Cc1cccc(-c2cc3nc(C)cc(C)n3n2)c1
  6.0%, ?, 0.6%
Cc1cccc(OCC(=O)Nc2c(C(=O)Nc3ccc(F)cc3)oc3ccccc23)c1
  1.3%, -29.9%, -10.4%

Next section
SMILES	TDP1 inh	DT40 TDP1 no CPT	DT40 TDP1 CPT
C=C(C)c1cccc(C(C)(C)NC(=O)Nc2ccc3[nH]c(=O)[nH]c3c2)c1	6.3%	-14.5%	-25.0%
c1ccc(CSc2nnc(-c3cccnc3)o2)cc1	0.0%	-4.0%	-11.2%
COC(=O)[C@@]12CCCN1[C@H](c1ccc(-c3cccc(Cl)c3)cc1)[C@H]1C(=O)N(C)C(=O)[C@H]12	4.2%	9.2µM*	23.1µM*
COC(=O)c1cccc(NC(=S)NCc2ccc(Cl)cc2)c1	-2.6%	?	?
COc1ccccc1C=NC(CO)C(O)c1ccc([N+](=O)[O-])cc1 (stereo not drawn)	6.7%	-2.8%	-33.6%
COc1ccc(N(CCC(=O)O)S(=O)(=O)c2ccc(C)c(C)c2)cc1	.	-7.1%	-2.5%
CCCS(=O)(=O)N1CCN(S(=O)(=O)c2ccc(F)cc2)CC1	7.3%	-1.1%	5.2%
CSc1ccc(NC(=O)Nc2ccccc2C(N)=O)cc1	-11.4%	?	13µM*
COc1ccc(C(=O)Nc2cc(Cl)ccc2N2CCOCC2)cc1S(=O)(=O)N1CCOCC1	0.3%	?	?
Cc1ccc(NC(=O)Cn2c(=O)n(Cc3nc(-c4ccccc4)no3)c(=O)c3cc4c(cc32)OCO4)cc1C	-5.6%	?	-9.2%
CCCCCC(=O)Nc1cccc(C2=NOC3(C2)C[C@@H](C(N)=O)N(C(=O)C2(C)CC2)C3)c1 (stereo partly drawn)	2.4%	-8.2%	3.0%
N#C/C(=C\c1ccc(OC(=O)c2cccs2)cc1)c1nc2ccccc2[nH]1	-4.3%	?	?
CC(C)(C)C1CCc2c(sc(NC(=O)c3cccs3)c2C(=O)N2CCCCC2)C1 (stereo not drawn)	0.0%	?	?
N=C1S/C(=C\c2cccc3ccccc23)C(=O)N1c1ccc(F)cc1	-1.1%	3.66µM*	5.17µM*
Cc1c(Cl)cccc1NC(=S)NC(=O)c1cncc(Br)c1	.	?	-14.7%
Cc1cc(NC(=O)CCC(=O)N(c2ccccc2C)C(C(=O)NC2CCCC2)c2ccccc2)no1 (stereo not drawn)	9.6%	?	?
O=C1NC(=S)N/C1=C/c1cccc([N+](=O)[O-])c1	-2.6%	-7.2%	20.7%
CCOC(=O)c1cccc(N2C(N)=NC(N)=NC2(C)C)c1	5.2%	4.11µM*	-22.6%
COc1cc(NC(=O)CCCNC(=O)c2ccc(Cl)cc2)cc(OC)c1OC	.	-22.2%	-14.4%
CC12CCC(O)CC1=CCC1C2CCC2(C)c3[nH]ncc3CC12 (stereo not drawn)	.	-15.2%	-21.9%
COCCn1c(C)cc(C(=O)COC(=O)CNC(=O)c2ccco2)c1C	2.9%	0.9%	-17.0%
Cn1c(NC(=O)C[n+]2cc(-c3ccc(Cl)cc3)n3c2CCC3)cc(=O)n(C)c1=O	5.5%	?	-25.5%
CCOC(=O)N1CCN(Cc2nc3cc(NC(=O)C(C)C)ccc3n2CC)CC1	.	?	4.5%
COc1ccc(CCN(C)Cc2ccc(OCc3ccccc3)c(OC)c2)cc1OC	4.8%	?	?
O=C1CC(N2CCN(c3cccc(C(F)(F)F)c3)CC2)C(=O)N1c1ccccc1F (stereo not drawn)	3.0%	?	-10.1%
Oc1ccc(Cl)c(CN2CCN(c3ncc(Cc4ccccc4)cn3)CC2)c1	.	18.4µM*	?
COc1ccccc1C(=O)COC(=O)COc1ccc(C#N)cc1	-2.9%	5.4%	5.7%
COc1ccc(S(=O)(=O)N2CCOCC2)cc1NC(=O)CSc1nnnn1C1CC1	0.4%	-8.8%	-9.7%
C=CCOc1c(Br)cc(/C=N/NC(=O)Cc2ccc(C(F)(F)F)cc2[N+](=O)[O-])cc1OC	8.2%	13µM*	11.6µM*
COc1ccc(C(=O)/C=C/c2ccc(OC3CSC3)cc2)cc1	2.3%	?	?
COc1ccc(N2CCN(C(=O)CN(C)S(=O)(=O)c3cnc[nH]3)CC2)cc1	-2.6%	-1.2%	-0.4%
Cn1nc(C(F)(F)F)c(-c2cccc(C(F)(F)F)c2)c1NC(=O)Nc1ccc(F)cc1	2.7%	14.6µM*	16.4µM*
CNc1oc(Cc2ccccc2)nc1S(=O)(=O)c1ccccc1	9.3%	6.51µM*	14.6µM*
COc1ccc(/C=C/C(=O)NC(=S)Nc2ccc(S(=O)(=O)N=C(N)N)cc2)cc1OC	.	-9.6%	1.4%
O=[N+]([O-])c1ccc(Cl)c(S(=O)(=O)Nc2cccc(S(=O)(=O)NC3=NCCC3)c2)c1	4.4%	-13.4%	-11.6%
S=C(NCc1cccs1)Nc1ccccc1Cl	-2.4%	-28.7%	-10.6%
COc1ccc(OCCC(=O)OCC(=O)Nc2cccc(S(=O)(=O)N3CCCCC3)c2)cc1	-3.0%	?	?
COCC(=O)Nc1ccccc1C(=O)NC(C)C	-3.3%	16.3%	-15.6%
COc1ccc(-c2nnc(OC)c3ccccc23)cc1	.	?	-25.3%
COc1ccccc1N1C(=NC(=O)C(C)Oc2ccccc2)SC2CS(=O)(=O)CC21 (stereo not drawn)	-0.4%	32.4%[activator]	-3.4%
Cc1ccc(-n2c(C)c3c(C)nnc(C)c3c2C)cc1C	3.9%	14.6µM*	14.6µM*
CC(OC(=O)c1ccccc1NCCO)C(=O)NCC(=O)Nc1ccc(F)c(F)c1F (stereo not drawn)	0.5%	-7.4%	-12.2%
Cc1ccc(OCC(=O)NCc2cccs2)c([N+](=O)[O-])n1	-2.7%	23.7%	5.1%
COc1ccc(C(N)c2nccc3cc(OC)c(OC)cc23)cc1OC (stereo not drawn)	.	?	?
CN1CCN(C(=O)c2ccc(-c3ccc(Br)cc3)o2)CC1	4.8%	-18.3%	-29.6%
COc1ccc(CNCc2cc3c(cc2[N+](=O)[O-])OCO3)cc1	.	-24.1%	-14.9%
CN(C)S(=O)(=O)c1ccc(C(=O)NC(=O)CSc2nncs2)cc1	0.9%	13.0%	-17.0%
CC1CC(C)CN(CCCNC(=O)c2ccc3c(c2)ncn3C2CCCC2)C1 (stereo not drawn)	9.4%	8.7%	-0.6%
COc1cccc(-c2cc(N3C(=O)Nc4ccccc4N3O)n[nH]2)c1	10.5%	4.4%	-23.0%
COc1ccc(CNC(=O)C(c2ccncc2)N(C(=O)Cc2cccs2)c2ccc(C)cc2)cc1 (stereo not drawn)	2.8%	-24.7%	-28.8%
CN(C)CCNC(=O)c1ccc(-n2c(-c3ccccc3)cc3c2CCCCC3)cc1	2.6%	-89.8%	?
CCOC(=O)c1cc(-c2ccc(F)cc2)n(CC(=O)N2CCCC2)c1C	4.1%	?	0.5%
